High-throughput results: PubChem, several laboratories
Rv3671c inh – Rv3671c (M. tuberculosis) protease inhibition; P9WHR9; AID 2606; inhibition, % at 5.96 µM; 0.048% of 320,000 active; in the data active = inhibition above about 38%;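 note: extracellular domain of Rv3671c used as enzyme; 0% = enzyme with DMSO and 100% = no enzyme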
BoNT-F LC inh – blocks Botulinum neurotoxin F light chain protease; 0.22% of 360,000 active; Multiplex microsphere protease cleavage assay, flow cytometry; inhibition, % at 10 µM; in the data active = inhibition above about 35%, passing the limit was not always enough; inconclusive = no clear call, values can overlap the other calls; note: plate controls were buffer without enzyme for full effect and enzyme alone for no effect
Anthrax LF prot – blocks Bacillus anthracis lethal factor protease. inhibition, % at 10 µM. AID 588501. P15917. multiplex microsphere protease cleavage assay, LF. 0.12% of 360,000 active; note: plate controls were buffer without enzyme for full effect and enzyme alone for no effect
Target sequence (P15917 whole entry, looked up): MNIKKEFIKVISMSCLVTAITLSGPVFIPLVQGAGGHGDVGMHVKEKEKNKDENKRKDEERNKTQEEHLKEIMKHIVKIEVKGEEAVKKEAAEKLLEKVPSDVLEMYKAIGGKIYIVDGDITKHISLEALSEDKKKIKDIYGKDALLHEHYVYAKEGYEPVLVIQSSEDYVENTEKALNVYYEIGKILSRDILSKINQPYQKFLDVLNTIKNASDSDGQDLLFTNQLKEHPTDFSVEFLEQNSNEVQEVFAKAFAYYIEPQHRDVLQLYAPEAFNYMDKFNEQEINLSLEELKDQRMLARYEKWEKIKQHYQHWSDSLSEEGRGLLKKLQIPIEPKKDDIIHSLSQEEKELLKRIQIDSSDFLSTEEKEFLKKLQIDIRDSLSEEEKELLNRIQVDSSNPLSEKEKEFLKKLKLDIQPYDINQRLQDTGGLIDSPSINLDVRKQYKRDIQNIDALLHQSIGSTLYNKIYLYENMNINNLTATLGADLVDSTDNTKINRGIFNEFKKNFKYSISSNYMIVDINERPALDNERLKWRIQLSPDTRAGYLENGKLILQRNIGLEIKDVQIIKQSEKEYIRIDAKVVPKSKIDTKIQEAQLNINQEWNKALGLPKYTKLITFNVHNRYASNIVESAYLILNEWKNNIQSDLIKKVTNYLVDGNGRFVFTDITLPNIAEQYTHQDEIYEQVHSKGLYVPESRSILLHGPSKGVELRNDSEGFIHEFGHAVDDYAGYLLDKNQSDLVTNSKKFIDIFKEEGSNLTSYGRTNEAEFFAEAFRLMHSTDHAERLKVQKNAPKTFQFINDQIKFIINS
SSB-PriA inh – blocks PriA binding to SSB C-terminal tail. inhibition, % at 33 µM. AID 1272365. AlphaScreen SSBct-PriA binding, biotinylated peptide. 0.6% of 430,000 active; in the data active = inhibition mostly above about 37%, no sharp cut-off; inactive = mostly below about 20%;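 note: plate controls were negative control peptide for no effect and reference peptide for full effect; strong numbers were not always called active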
PrPC surface inh – reduces human prion protein on the cell surface | P04156 | cell surface PrPC, TR-FRET read-out | inhibition, % at 13.8 µM | 0.43% of 370,000 active; in the data active = inhibition above about 24%; note: 0% = median of the test wells and 100% = reference compound wells
BoNT A protease – inhibitors of Botulinum neurotoxin A light chain protease | 0.17% of 360,000 active | multiplex microsphere protease substrate cleavage, flow cytometry | AID 588499 | inhibition, % at 10 µM; note: plate controls were buffer without enzyme for full effect and enzyme alone for no effect
MazEF act – increases E. coli MazEF RNase cleavage of RNA; activation, % at 20 µM; 0.32% of 350,000 active; FAM/BHQ RNA-DNA oligo cleavage fluorescence, 5 h; in the data active = activation above about 50%
Target sequence (P0AE70 whole entry, looked up): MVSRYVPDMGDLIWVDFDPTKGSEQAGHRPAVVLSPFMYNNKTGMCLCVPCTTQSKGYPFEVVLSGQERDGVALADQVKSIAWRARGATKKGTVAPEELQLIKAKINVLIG
DUSP3 inh – inhibitors of human VHR1 phosphatase (DUSP3); recombinant VHR phosphatase, pNPP absorbance; inhibition, % at 13.3 µM; 0.52% of 290,000 active; in the data active = inhibition above about 50%; note: some compounds called inactive have numbers as strong as hits
SARS 3CLpro inh – SARS-CoV 3CLpro protease inhibition; 0.14% of 290,000 active; recombinant SARS-CoV 3CLpro, quenched FRET peptide cleavage; AID 1706; P0C6X7; inhibition, % at 6 µM; in the data active = inhibition above about 12%
CCHFV vOTU inh – CCHFV vOTU protease inhibition; Pep-AMC fluorescence; inhibition, % at 11.5 µM; 0.55% of 370,000 active; in the data active = inhibition above about 30%; note: 0% = vehicle wells with enzyme and 100% = no enzyme wells
* marks the source's active call; other numbers are inactive results; i = inactive; ? = inconclusive; . = not tested or not shown; & = joins results of further samples. Cut-off read from the data, not from the text of the source, unless noted: active = inhibition above about 30%; inconclusive = no clear call, values can overlap the other calls; inactive = below that.

SMILES	Rv3671c inh	BoNT-F LC inh	Anthrax LF prot	SSB-PriA inh	PrPC surface inh	BoNT A protease	MazEF act	DUSP3 inh	SARS 3CLpro inh	CCHFV vOTU inh
CCc1nn2c(=O)cc(COc3ccc(/C=C4\C(=N)N5N=C(CC(C)C)SC5=NC4=O)cc3)nc2s1	-6	.	.	1	.	.	15	30	2	.
COc1cccc(-c2ccc3ncnc(NCc4cccc(C)c4)c3c2)c1	-93	-9	-13	1	0	0.2	-1	.	.	7
COc1cccc(C(=O)Nc2ccc(NC(=O)Cc3ccccc3)cc2)c1	-4	10	-2	5	17	-1.5	-5	22	1	5
COc1cccc(OC)c1OCCCOc1ccc(C)cc1Br	-10	0	0	-77	-2	0.1	-11	-8	6	2
COc1ccccc1CCC(=O)Nc1cc(S(=O)(=O)N2CCOCC2)ccc1N1CCCC1	-5	-5	0	0	13	2.1	0	.	.	9
COc1ccc(CNC(=O)C2CCCN2S(=O)(=O)c2ccc(S(=O)(=O)N(C)C)cc2)cc1 (configuration not stated)	-10	-3	-1	-12	-1	-0.2	-6	-29	-1	0
Nc1n[nH]c2c1C1(CCCCC1)Cc1ccccc1-2	-8	-11	-8	9	0	-1.4	3	1	4	1
Cc1cc(=O)oc2cc(NC(=O)c3cccc(F)c3)ccc12	3	-8	5	-7	-1	-2.3	-34	-1	-2	5
CCCCOC(=O)c1ccc(NC(=S)N2CCN(c3ncc4c(=O)c(C(=O)O)cn(CC)c4n3)CC2)cc1	-4	5	-2	-10	-3	0.4	0	26	-1	-13
Cc1nnc(SCC(=O)Nc2ccccc2)c2ccccc12	-3	-1	-4	-8	3	-0.3	7	46	-7	-16
CCOC(=O)c1c(C)[nH]c(C)c1C(=O)CSc1nnc(-c2ccco2)n1Cc1ccccc1	1	2	-6	9	3	0.8	-3	-16	-3	-9
O=C(CSc1ccc2nnc(CCNC(=O)c3ccccc3)n2n1)NC1CCCC1	3	-2	1	3	4	-1.6	-6	1	-2	-1
COc1ccc2cc1Oc1ccc(cc1)C[C@H]1c3cc(c(OC)cc3CCN1C)Oc1c(OC)c(OC)cc3c1[C@@H](C2)N(C)CC3	1	-18	-3	13	-5	0.1	12	.	.	12
O=C(NCCc1c[nH]c2ccccc12)/C(=C/c1cccnc1)NC(=O)c1cccs1	-3	-8	1	-9	-7	-1.3	6	30	0	-6
CCOC(=O)C1=C(COC(=O)COc2ccccc2C#N)NC(=O)NC1C (configuration not stated)	-1	-1	3	0	2	0.9	4	.	.	-1
COc1cccc(-c2nc3ccccc3s2)c1	-7	-15	2	-119	11	0.4	3	-6	0	9
O=C(NC(=S)N1CCN(c2ccc([N+](=O)[O-])cc2)CC1)c1ccccc1Cl	4	-6	0	13	-14	-2.1	4	36	2	8
COCC(C)n1c(=O)sc2ccccc2c1=O (configuration not stated)	4	-2	-4	-11	-2	-0.7	2	20	5	-13
COC(=O)c1ccc(CN2CCC(n3nccc3NC(=O)C3CCCC3)CC2)cc1	-5	-13	-3	3	-9	-4.9	2	-17	-1	6
CCOC(=O)Cn1c(S(=O)(=O)Cc2ccc(F)cc2)nc(-c2ccccc2)c1-c1ccccc1	-3	0	-1	-2	5	?	9	25	-1	12
Cc1ccc(S(=O)(=O)N2CCN(CC(=O)N/N=C\C(Cl)=C\c3ccccc3)CC2)cc1	-1	2	2	.	-3	0.0	-7	4	-1	-1
COC(=O)c1cccc(NC(=O)COC(=O)CSc2nc(C)cc(C)n2)c1	5	6	0	-17	-5	-0.5	-8	17	0	-2
COc1cc(NC(=O)CCC(=O)O)nc(OC)n1	5	-2	-6	-22	-3	-0.2	5	42	0	-5
CCN(C(=O)COc1cc(=O)n(CC)c2ccccc12)c1cccc(Cl)c1	-8	-2	-2	4	10	-0.6	-7	10	2	-2
Cc1c(C)n(C(=O)CSc2ncn[nH]2)c2ccccc12	2	-4	-3	-4	-1	0.0	5	17	1	-11
O=C(NCc1n[nH]c(=S)n1-c1ccc(Br)cc1)c1ccc(S(=O)(=O)N2CCCCC2)cc1	3	-19	-8	0	7	-1.8	4	19	-2	3
COc1ccc(CCN(C)C(=O)C2CCN(Cc3ccccc3)CC2)cc1OC	-5	-3	-3	-14	6	0.7	10	24	1	21
O=C(NCc1ccccc1)C1=C[C@@H](c2ccccc2)C[C@@H](OCCCCO)O1	-9	6	-8	-30	-5	0.0	4	.	.	-3
CS(=O)(=O)N1CCC(C(=O)Nc2ccc(F)cc2F)CC1	8	-8	0	-17	-4	0.1	1	9	2	9
Cc1cccc(NCN2C(=O)c3ccncc3C2=O)n1	-1	-6	-3	-17	13	-0.3	14	29	1	-6

A section from further up, for reference:
SMILES	Rv3671c inh	BoNT-F LC inh	Anthrax LF prot	SSB-PriA inh	PrPC surface inh	BoNT A protease	MazEF act	DUSP3 inh	SARS 3CLpro inh	CCHFV vOTU inh
COc1ccc(CCN(C)C(=O)C2CCN(Cc3ccccc3)CC2)cc1OC	-5	-3	-3	-14	6	0.7	10	24	1	21
O=C(NCc1ccccc1)C1=C[C@@H](c2ccccc2)C[C@@H](OCCCCO)O1	-9	6	-8	-30	-5	0.0	4	.	.	-3
CS(=O)(=O)N1CCC(C(=O)Nc2ccc(F)cc2F)CC1	8	-8	0	-17	-4	0.1	1	9	2	9
Cc1cccc(NCN2C(=O)c3ccncc3C2=O)n1	-1	-6	-3	-17	13	-0.3	14	29	1	-6

(continued)
SMILES	Rv3671c inh	BoNT-F LC inh	Anthrax LF prot	SSB-PriA inh	PrPC surface inh	BoNT A protease	MazEF act	DUSP3 inh	SARS 3CLpro inh	CCHFV vOTU inh
O=C(NCCCl)Nc1cccnc1Cl	-6	-4	1	-18	7	1.3	9	22	5	12
C=CCOc1ccc(C(=O)Nc2ccccc2C(=O)N2CCCC2)cc1	.	-1	0	-9	0	-1.4	3	-12	0	-3
O=C(c1cc2ccccc2oc1=O)N1CCOCC1	8	0	-6	-8	-1	-0.2	-3	15	-1	-10
O=C(Nc1ccc2ccccc2c1[N+](=O)[O-])c1ccccc1	.	-9	-2	2	-30	-0.1	6	.	.	6
CCOC(=O)N1CCC(NC(=O)Cn2ncc3c4ccccc4n(C)c3c2=O)CC1	.	14	-3	-25	0	-0.9	-8	4	4	3
COc1ccc(/C=N/NC(=S)NC2CCS(=O)(=O)C2)cc1OC (configuration not stated)	-9	-11	-10	.	-10	-2.2	8	18	9	4
CCC1CCCCN1C(=O)Cn1c(=O)oc2ccccc21 (configuration not stated)	2	-2	1	0	6	0.4	1	28	0	7
CC(=O)Nc1ccc(Oc2ncccn2)c(Cl)c1	-1	-5	0	-9	-2	0.2	6	19	-3	-5
Cc1cc(N/N=C/c2ccccc2Br)nc2ccccc12	-10	-2	-3	.	-6	0.8	-10	26	-3	-11
Cc1ccc(C(=O)CN(Cc2ccccc2)C2=NCCS2)cc1	4	15	4	3&-16	-4	1.6	2	39	0	-2
O=C(COC(=O)c1ccco1)Nc1ccc2c(c1)OCO2	-3	-4	2	-3	12	0.5	0	-8	7	4
COc1ccc(N2C(=O)CCC2(C#N)c2ccc(OC)cc2)cc1 (configuration not stated)	-3	-55	-25	0	-10	-4.1	5	6	0	-2
CC(=O)OC1COC(OC(C)=O)CO1 (configuration not stated)	.	-10	0	-7	4	0.7	-17	.	.	-6
COc1ccc(C(c2nnnn2Cc2ccccc2)N2CCN(C(=O)c3ccco3)CC2)cc1 (configuration not stated)	2	-9	1	4	1	0.0	1	49	0	6
c1ccc(OCc2nn3c(Cn4cnc5ccccc54)nnc3s2)cc1	-1	-9	-3	1	5	-1.1	-8	14	0	2
COc1cc(/C=C(\NC(C)=O)C(=O)NC(C)(C)CC(C)(C)C)ccc1OC(C)=O	2	-12	-6	-2	-5	-4.2	5	18	7	5
C[C@@H]1CN([C@H](C)CO)C(=O)c2cc(Br)cnc2O[C@H]1CN(C)C(=O)c1ccccc1	.	0	0	.	3	0.4	-3	.	.	34*
CCOC(=O)C1=C(c2ccccc2)NC(=O)NC1c1ccc(O)c(OCC)c1 (configuration not stated)	8	-5	-5	3	4	-1.2	-2	6	-4	-3
CN(Cc1cccc(F)c1)C(=O)CSc1nnnn1C1CC1	.	2	2	-2	1	-0.1	-4	.	.	-6
O=C(CN1C(=O)NC2(CCCCC2)C1=O)N1CCN(S(=O)(=O)c2ccccc2)CC1	7	0	-3	-18	8	0.3	2	-4	-3	-6
O=C1CCCN2N=C(SCC(=O)Nc3ccc(F)cc3F)SC2=N1	-1	-1	-1	-2	4	-0.9	9	3	0	2
COc1cccc(CNC(=O)c2ccc(NS(=O)(=O)c3ccc4[nH]c(=O)[nH]c4c3)cc2)c1	-15	-8	-1	0	-9	4.6	7	.	.	13
OC[C@@H]1CN(Cc2cccs2)C[C@H](n2cnc3c(N4CCCC4)ncnc32)O1	.	-2	-4	.	0	-0.4	.	.	.	-10
Cc1cccc(NS(=O)(=O)c2nnc(NC(=O)c3cccc(C)c3)s2)c1	-18	-10	1	-18	9	0.0	1	17	12*	14
CCC1(C)Cc2c(sc3nnn(CC(=O)Nc4ccc(C)cc4)c(=O)c23)CO1 (configuration not stated)	-12	-4	5	-5	-10	-0.4	-3	4	4	-5
CCCCOc1cccc(C(=O)N(Cc2cccs2)C2CCS(=O)(=O)C2)c1 (configuration not stated)	4	-14	-1	-5	-2	-0.2	1	3	2	11
CC1CC(C)CN(C(=O)c2cccc(S(=O)(=O)NCc3ccccc3)c2)C1 (configuration not stated)	-3	6	3	1	-1	1.7	-6	.	.	-1
CCCN1C(=O)C(Cc2nc3ccccc3c(=O)n2-c2ccccc2)c2cc(C)ccc21 (configuration not stated)	-8	-6	-1	10	8	-0.1	2	23	-9	16
CCn1c(CNc2ccc(F)cc2)nnc1SCC(=O)OC1CCCCC1	0	-7	-3	1	-4	0.1	-5	10	3	-1
O=C(NC1CCCCC1)c1cc(C2CC2)nn1-c1ccccc1	0	-2	3	-11	4	-0.6	3	.	.	10
COc1ccccc1/C=N\Nc1cn[nH]c(=O)c1Cl	1	4	0	.	-17	-0.1	15	14	-4	19
CCc1c(C)nc(N2CCN(Cc3ccc4c(c3)OCO4)CC2)[nH]c1=O	-3	-6	-2	-10	4	-2.1	2	-5	-6	-7
Cc1ccc2cn[nH]c2c1N	12	-23	-3	5	-7	0.5	11	-7	1	10
CCN(CC)CCN1C(=O)C(=O)/C(=C(/O)c2ccc3c(c2)CC(C)O3)C1c1ccc(OC)cc1 (configuration not stated)	-1	0	4	.	-3	0.1	-1	24	5	-5
COc1cc(/C=N/Nc2nncn2N)ccc1OCc1c(C)no[n+]1[O-]	-52	-4	-4	i	-3	-0.6	3	6	2	97*
O=C(NCCCN1CCOCC1)c1cccc(S(=O)(=O)Nc2ccc(F)cc2)c1	-3	-9	-3	-3	-4	-0.8	6	.	.	-4
FC(F)(F)c1nnc2ccc(Cl)nn12	-2	-3	-3	-11	-6	0.6	0	-10	4	2
COc1ccc(C(C#N)=C2C=C(Cl)C(=NO)C=C2Cl)cc1	.	-5	-8	.	6	-0.4	23	.	.	-9
CC(C)c1ccc(C(=O)N(c2ccccn2)C(C)c2ccco2)cc1 (configuration not stated)	-4	-4	-13	-4	3	1.2	2	21	1	6
Cc1cccc2c(N)c3c(nc12)N(C)CC3	-4	-12	-10	5	0	-1.7	1	10	-2	8
CCN(CC)CCCNC1CCS(=O)(=O)C1 (configuration not stated)	1	-10	1	-3	3	0.2	6	-8	-1	-3
CCOC(=O)C1=CCN(S(=O)(=O)c2ccc(F)cc2)C1c1cccc(Cl)c1 (configuration not stated)	.	-3	-6	.	-2	-1.0	.	.	.	12
NC(=O)NOCc1ccccc1F	-8	0	3	-8	11	0.1	5	31	-1	-10
Cn1ncc([N+](=O)[O-])c1C(=O)n1nnc2ccccc21	.	1	3	-16	-2	0.5	3	3	-1	3
Clc1ccc(OCc2nn[nH]n2)cc1	6	-4	18	-7	1	3.1	7	1	-2	10
Cc1ccc(-n2ncc3c(=O)n(CC(=O)N4CCN(c5ccccc5)CC4)cnc32)cc1C	-2	-2	-6	-4	3	-0.7	-1	18	5	-11

Only part of the results is shown, so the mix of outcomes need not match the whole.
